GSK3 alpha inh – inhibitors of human GSK-3 alpha kinase | P49840 | ADP-Glo luminescence, 60 min | inhibition, % at 10 µM | 320,000 tested, 0.1% active | AID 2650;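 in the data active = inhibition above about 50%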;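 also: GST-tagged GSK-3 alpha with peptide substrate and 25 µM ATP; 0% = DMSO neutral wells and 100% = GW8510 positive control wells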
KCNK9 block – human KCNK9 channel inhibition; AID 488922; HEK293 KCNK9, FluxOR thallium flux fluorescence; hits give low values; 310,000 tested, 1.2% active; B-score at 10 µM;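 active = ratio B-score over 3 SD below the library mean, with starting fluorescence within 5 SD of its mean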;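 also: negative B-score means less thallium flux so channel inhibition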
PolyA inh – blocks polyadenylation in yeast reporter cells; S. cerevisiae SKY197-pL101 polyadenylation reporter, beta-gal luminescence; efflux-impaired pdr1/pdr3 knockout yeast; score 100 = 6 SD above DMSO; calls only at 12 µM; 300,000 tested, 0.02% active;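 active = lowest replicate activity score at least 50, where 100 means six control SD above control mean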;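 also: yeast exposed to compound for 9 h at 30 °C; higher score means more reporter readthrough which indicates perturbed polyadenylation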
KCNK3 inh – human KCNK3 channel inhibition, primary screen. 340,000 tested, 0.84% active. O14649. B-score at 10 µM. CHO-KCNK3 thallium flux, FluxOR fluorescence; hits give low values;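 active = B-score under library mean minus 4 SD, starting fluorescence ratio at most library mean plus 5 SD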;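 also: more negative B-score means stronger inhibition of thallium flux through KCNK3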
KCNQ1 act – potentiators or activators of human KCNQ1 potassium channel. P51787. CHO-K1 KCNQ1, thallium flux FluxOR fluorescence; hits give high values. B-score at 10 µM. 310,000 tested, 0.35% active. AID 2648;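 active = fluorescence ratio B-score, a plate-corrected score, at least three library SD, with initial intensity B-score within 5 SD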
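Assay system: CHO-K1 cells stably expressing KCNQ1; Medium: assay buffer with matched DMSO; Also added: K+/Tl+ depolarizing stimulus; Dosing: single dose; Timing: dye 90 min, compound 20 min, room temperature; Measured by: kinetic FluxOR thallium fluorescence, 10-s 1-Hz baseline, 110-s post-stimulus read; Read-out: peak-minus-minimum fluorescence over initial fluorescence, negative-control normalized, B-scored.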
GSK3B inh – human GSK3beta kinase inhibition. P49841. GST-GSK3beta kinase, ADP-Glo luminescence, 60 min; hits give low values. activity score (negative = inhibition), % at 10 µM. 300,000 tested, 0.038% active. AID 2097;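 active = more than half of replicate wells score below -50%, meaning over 50% inhibition versus plate controls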;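 also: 0% = median DMSO wells and -100% = median GW8510 positive control wells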
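Assay system: GST-tagged human GSK3beta kinase, cell-free; Input: 1.6 ng GSK3beta; Medium: Tris/MgCl2 kinase buffer; Timing: 60 min enzyme reaction, room temperature; Signal: ADP-Glo luminescence quantifying ADP generated by kinase; Evaluation: score relative to plate controls; Benchmarks: DMSO neutral wells and GW8510 at 20 µM as positive.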
KCNQ1 inh – blocks the human KCNQ1 potassium channel; CHO-K1 KCNQ1, FluxOR thallium flux fluorescence; hits give high values; B-score at 10 µM; 310,000 tested, 1.3% active; AID 2642;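 active = compounds whose thallium flux B-score, printed positive for inhibition, exceeds three library SD while starting fluorescence stays within three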;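 also: channel opened by potassium depolarization with thallium stimulus after 20 min compound exposure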
HDAC3 inh – human HDAC3 inhibition; 320,000 tested, 0.15% active; recombinant HDAC3, fluorogenic peptide/trypsin coupled, fluorescence; AID 2718; inhibition, % at 8.3 µM; O15379; in the data active = inhibition above about 26%, passing the limit was not always enough
hERG protect – compounds protecting human hERG from proarrhythmic drug block. CHO-hERG, FluxOR thallium flux, dofetilide IC70 present. activation (rescue from dofetilide block), less the hit threshold, % at 10 µM. 310,000 tested, 0.51% active;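 active = activation above the mean of controls blocked by dofetilide plus 5 SD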;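 also: thallium influx through hERG after potassium depolarization seen as dye fluorescence rise; in these data hits start at about 4.7%; inactives centre near -7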
Target sequence (Q12809 whole entry, looked up): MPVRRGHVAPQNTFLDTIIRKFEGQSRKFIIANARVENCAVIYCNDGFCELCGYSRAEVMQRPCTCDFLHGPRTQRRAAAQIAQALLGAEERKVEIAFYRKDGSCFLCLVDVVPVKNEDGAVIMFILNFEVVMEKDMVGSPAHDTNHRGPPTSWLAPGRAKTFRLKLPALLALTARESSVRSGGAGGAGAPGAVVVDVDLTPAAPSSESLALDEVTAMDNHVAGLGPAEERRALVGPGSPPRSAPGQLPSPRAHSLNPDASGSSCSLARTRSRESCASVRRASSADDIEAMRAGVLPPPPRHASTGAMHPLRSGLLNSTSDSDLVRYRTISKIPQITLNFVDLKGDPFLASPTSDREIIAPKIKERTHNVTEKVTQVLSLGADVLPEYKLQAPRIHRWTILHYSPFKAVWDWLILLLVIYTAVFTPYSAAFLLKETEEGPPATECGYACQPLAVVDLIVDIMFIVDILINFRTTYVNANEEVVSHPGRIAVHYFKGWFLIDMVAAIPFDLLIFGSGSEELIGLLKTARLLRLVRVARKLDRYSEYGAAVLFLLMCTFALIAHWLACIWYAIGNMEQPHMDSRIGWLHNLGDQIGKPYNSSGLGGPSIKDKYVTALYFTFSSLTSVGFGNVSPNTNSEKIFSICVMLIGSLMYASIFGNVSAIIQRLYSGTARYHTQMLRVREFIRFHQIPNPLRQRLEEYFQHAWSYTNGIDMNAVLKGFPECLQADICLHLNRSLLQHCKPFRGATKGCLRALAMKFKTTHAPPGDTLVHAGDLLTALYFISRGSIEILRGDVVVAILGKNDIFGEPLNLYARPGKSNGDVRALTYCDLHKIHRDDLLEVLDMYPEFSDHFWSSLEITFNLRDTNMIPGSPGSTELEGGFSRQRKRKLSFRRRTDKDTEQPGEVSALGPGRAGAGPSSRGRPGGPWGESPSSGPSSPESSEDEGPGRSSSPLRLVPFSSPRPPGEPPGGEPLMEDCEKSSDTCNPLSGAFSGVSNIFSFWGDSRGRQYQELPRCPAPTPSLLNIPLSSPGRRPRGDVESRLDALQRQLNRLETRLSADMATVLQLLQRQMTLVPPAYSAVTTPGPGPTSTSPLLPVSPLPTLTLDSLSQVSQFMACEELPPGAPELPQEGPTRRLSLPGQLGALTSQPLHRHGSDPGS
RGS4 pot – potentiators or activators of RGS4. HEK293 M3R/inducible RGS4, carbachol calcium flux Fluo4; hits give low values. 310,000 tested, 0.92% active. AID 463111. B-score at 10 µM;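 active = B-score of the integrated calcium signal more than 4 SD below the library mean, with starting fluorescence not abnormally high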;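 also: negative B-score means reduced calcium response which marks RGS4 activation or potentiation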
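Test system: HEK293 cells with stable M3R and inducible RGS4; also added: carbachol at ECmax as muscarinic agonist stimulus; schedule: dye loading 30 min 37 °C, buffer rest 30 min RT; technique: kinetic calcium fluorescence imaging with Fluo4-AM dye, 2 µM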
DYRK1A inh – Dyrk1A (rat) kinase inhibition. Q63470. ADP-Glo luminescence, NFATc1 peptide. inhibition, % at 12.5 µM. 310,000 tested, 0.43% active. AID 504441; in the data active = inhibition above about 50%;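 also: plate controls were vehicle with enzyme for no effect and no enzyme for full effect; many of its hits are not listed in these tables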
The depositor's hits bear a star; i = inactive; . = not tested or not shown.

entry	SMILES	GSK3 alpha inh	KCNK9 block	PolyA inh	KCNK3 inh	KCNQ1 act	GSK3B inh	KCNQ1 inh	HDAC3 inh	hERG protect	RGS4 pot	DYRK1A inh
1	COc1ccc(NC(=O)CSc2nnc(-c3cc(C)[nH]n3)n2N)cc1	0	i	i	i	i	1	i	-3	1	i	2
2	Cc1ccc(Nc2n[nH]c(C)c2[N+](=O)[O-])c(C)c1	-2	i	i	i	i	-3	i	-7	-10	i	0
3	COC(=O)c1ccc(NC(=S)N2CCN(Cc3ccccc3)CC2)cc1	-2	i	i	i	i	1	i	1	-9	i	3
4	O=C(c1cnn2ccccc12)N1CCCc2ccccc21	3	i	i	i	i	-1	i	-5	-11	i	-1
5	Cc1ccc(CNC(=O)C2CC(=O)N(CCC(C)C)C2)cc1 (configuration not stated)	-2	i	i	i	i	-6	i	8	-8	i	11
6	CCCOc1ccc(C(O)(CCN2CCCCC2)c2ccccc2OC)cc1 (configuration not stated)	1	i	i	i	i	0	i	0	-7	i	9
7	O=C(NC1CC1)c1sc2cc([N+](=O)[O-])ccc2c1Cl	1	i	i	i	i	0	i	2	-10	i	.
8	CC(CC(C)C(=O)Nc1ccccc1C(C)(C)C)C(=O)O (configuration not stated)	-2	i	i	i	i	3	i	-1	-8	i	1
9	Cc1ccc(-n2c(N)c(S(=O)(=O)c3ccccc3)c3nc4ccccc4nc32)cc1	-1	i	i	i	i	0	i	-1	-6	i	-3
10	COc1cc(C(=O)N2CCCN(c3nc4cc(C)ccc4cc3C#N)CC2)cc(OC)c1OC	10	i	i	.	i	3	i	0	-22	i	.

New compounds follow:
entry	SMILES	GSK3 alpha inh	KCNK9 block	PolyA inh	KCNK3 inh	KCNQ1 act	GSK3B inh	KCNQ1 inh	HDAC3 inh	hERG protect	RGS4 pot	DYRK1A inh
11	Nc1nc2ncc(C(=O)c3cc(F)ccc3O)cc2s1	1	i	i	i	i	0	i	9	-6	i	1
12	CCCn1c(C(CO)Nc2nc(C)cs2)nc2ccccc21 (configuration not stated)	-5	i	i	i	i	-2	i	4	-5	i	-1
13	CC(C)OC(=O)CSc1nnc(COc2ccc([N+](=O)[O-])cc2)n1C	-2	i	i	i	i	-3	i	0	-3	i	0
14	O=C1c2cccnc2C(Nc2ccc(F)c(Cl)c2)N1Cc1cccs1 (configuration not stated)	-1	i	i	i	i	-4	i	7	-8	i	-3
15	COc1ccc(C(=O)NCC(=O)OCc2ccc(F)cc2)cc1	0	i	i	i	i	2	i	-5	-8	i	2
16	O=C(O)Cn1c(=O)n(Cc2ccccc2)c2ccccc21	0	i	i	i	i	-2	i	-2	-5	i	-5
17	CC(C)(C)C1CCC(OCC(O)CN2CCN(c3ccccn3)CC2)CC1 (configuration not stated)	-4	i	i	i	i	-6	i	9	-23	i	1
18	COc1ccc(N(C(=O)c2cnccn2)C(C(=O)NC2CCCCC2)c2ccc(Cl)cc2)cc1 (configuration not stated)	-2	i	i	i	i	1	i	8	-4	i	5
19	OC(CC#CCN1CCOCC1)(c1ccccc1)c1ccccc1	1	i	i	i	i	3	i	1	0	i	1
20	CCOC(=O)N1CCN(C(=O)COc2cccc3c2CCN(Cc2cccc(C)c2)C3=O)CC1	-2	i	i	i	i	2	i	0	-24	i	-4

More results follow:
entry	SMILES	GSK3 alpha inh	KCNK9 block	PolyA inh	KCNK3 inh	KCNQ1 act	GSK3B inh	KCNQ1 inh	HDAC3 inh	hERG protect	RGS4 pot	DYRK1A inh
21	COC(=O)c1[nH]c2cc(OC)ccc2c1NC(=O)c1c(F)cccc1F	1	i	i	i	i	-2	i	2	-11	i	8
22	CC(=O)Nc1ccc(NC(=O)C2CCCN2C(=O)Nc2cccc(F)c2)cc1 (configuration not stated)	0	i	i	i	i	2	i	-9	-5	i	2
23	Cc1ccc(OC(C)C(=O)Nc2ccc(S(=O)(=O)N3CCOCC3)cc2)cc1 (configuration not stated)	-2	i	i	i	i	-4	i	2	-6	i	4
24	O=C(O)C1CC=CCC1C(=O)Nc1ccccc1C(=O)N1CCN(c2ccc(Cl)cc2)CC1 (configuration not stated)	-1	i	i	i	i	13	i	7	0	i	0
25	Cc1ccccc1Oc1cc(NC(=O)Cn2cnc([N+](=O)[O-])c2)cc([N+](=O)[O-])c1	0	i	i	i	i	-1	i	.	-8	i	1
26	Cc1cc(C)n(-c2ccc(C(=O)Nc3cccc(S(=O)(=O)N(C)C)c3)cc2)n1	1	i	i	i	i	2	i	.	-16	i	-5
27	COc1cc([C@H]2[C@@H]3CCCC[C@]3(O)CCN2CC(=O)Nc2ccc(C)cc2)ccc1O	-1	i	i	i	i	1	i	8	-15	i	1
28	CCOc1ccc(C(=O)N2CCN(CCc3ccccc3)CC2)cc1OCC	3	i	i	i	i	-2	i	0	-11	i	6
29	Cc1cc(C)cc(NC(=O)CN2CCCN(S(=O)(=O)c3ccc(Br)s3)CC2)c1	0	-16*	i	-10*	i	-4	i	3	-19	i	-7
30	CN(Cc1ccc(F)cc1)C(=O)c1cccc(OC2CCN(C3CCCC3)CC2)c1	-4	i	i	i	i	-2	i	-2	-9	i	-1

Next part.
entry	SMILES	GSK3 alpha inh	KCNK9 block	PolyA inh	KCNK3 inh	KCNQ1 act	GSK3B inh	KCNQ1 inh	HDAC3 inh	hERG protect	RGS4 pot	DYRK1A inh
31	CCN(CC)C(=O)c1[nH]cnc1C(=O)N[C@@H](Cc1ccccc1)C(=O)OC(C)(C)C	-2	i	i	i	i	4	i	3	-11	i	6
32	C=CCn1c(C)cc(C(=O)COC(=O)[C@@H](NC(=O)c2ccccc2Cl)C(C)C)c1C	-2	i	i	i	i	1	i	-1	-10	i	1
33	COc1ccc(S(=O)(=O)n2ccnc2)c2cccnc12	1	i	i	i	i	0	i	-9	3	i	2
34	O=C(Nc1ccc(N2CCOCC2)c(F)c1)c1cccs1	2	i	i	i	i	-2	i	-4	-6	i	3
35	Cc1ccc(NC(=O)CSc2n[nH]c(-c3ccccn3)n2)cc1	1	i	i	i	i	3	i	-1	-1	i	-6
36	COc1ccccc1N(C)S(=O)(=O)c1ccc(C(=O)NCCc2ccc(F)cc2)cc1	-3	i	i	i	i	2	i	7	-16	i	-7
37	COc1cc(C(=O)NCc2cccc3ccccc23)cc(Cl)c1OC	-1	i	i	i	i	1	i	5	-5	i	4
38	O=S(Cc1ccc(Br)cc1)Cc1nnc(SCc2c(Cl)cccc2Cl)n1-c1ccccc1 (configuration not stated)	-2	i	i	i	i	1	i	-8	-13	i	0
39	O=C(NCCN1CCC(Cc2ccccc2)CC1)C1CCN(S(=O)(=O)N2CCC3(CC2)OCCO3)CC1	4	i	i	i	i	-2	i	1	-10	i	-3
40	Cc1ccc(N/C=C(\C#N)S(=O)(=O)c2ccccc2)cc1	-3	i	i	i	i	1	i	7	-12	i	-5

New compounds follow
entry	SMILES	GSK3 alpha inh	KCNK9 block	PolyA inh	KCNK3 inh	KCNQ1 act	GSK3B inh	KCNQ1 inh	HDAC3 inh	hERG protect	RGS4 pot	DYRK1A inh
41	Fc1ccc(Nc2ncnc3ccccc23)cc1	0	i	i	i	i	-4	i	-1	-4	i	34
42	CCCCC(=O)NC(NC(=O)CCCC)c1ccc(OCC(C)C)c(OC)c1	0	i	i	i	i	0	i	2	0	i	1
43	CCOC(=O)CNC(=O)CSc1nnc(-c2cccc(C)c2)n1-c1ccc(OC)cc1	-2	i	i	i	i	0	i	-7	-1	i	-4
44	O=C(c1ccccc1)N1N=C(c2ccccc2)CC1c1ccc2nccnc2c1 (configuration not stated)	1	i	i	i	i	2	i	-6	-5	i	5
45	C[C@@]12C(=O)N(c3ccc(F)cc3)C(=O)N1[C@@H]1c3ccccc3OC[C@@H]1[C@H]2c1ccccc1	0	i	i	i	i	1	i	5	-4	i	15
46	CN=C1SC(CC(=O)Nc2sc(C)c(C)c2C(=O)OC)C(=O)N1C (configuration not stated)	-4	i	i	i	i	2	i	-8	-6	i	.
47	CC(=O)NC12CC3CC(C1)CC(C(=O)Nc1c(C)n(C)n(-c4ccccc4)c1=O)(C3)C2	0	i	i	i	i	2	i	-6	-9	i	2
48	FC(F)(F)Oc1ccc(NC(=S)NCCCN2CCOCC2)cc1	1	i	i	i	i	2	i	-1	-11	i	5
49	CCN(CCO)Cc1csc2ccc(C(C)(C)C)cc12	3	i	i	i	i	1	i	1	-10	i	.
50	CCn1ccnc1CN(C)Cc1nc(-c2ccccc2)no1	-1	i	i	i	i	1	i	2	-18	i	4

The list continues:
entry	SMILES	GSK3 alpha inh	KCNK9 block	PolyA inh	KCNK3 inh	KCNQ1 act	GSK3B inh	KCNQ1 inh	HDAC3 inh	hERG protect	RGS4 pot	DYRK1A inh
51	CCOc1ccc(S(=O)(=O)N2CCC(C(=O)NCC3CCCO3)CC2)cc1C (configuration not stated)	-3	i	i	i	i	-1	i	-2	-1	i	1
52	CCCc1ccc(OC(=O)c2cccs2)cc1	-2	i	i	i	i	1	i	8	-11	i	1
53	CCCCc1cc(=O)oc2cc(C)cc(OCC(=O)NCc3ccccn3)c12	0	i	i	i	i	-1	i	-3	-16	i	2
54	Cc1ccc(NC(=O)CSc2nc(=O)n(CCCN3CCOCC3)c3c2CCCC3)cc1	-4	i	i	i	i	-2	i	1	-7	i	-2
55	COc1ccc(C)cc1S(=O)(=O)N(C)CC(=O)NC1CCCC1	-2	i	i	i	i	-1	i	8	-5	i	-10
56	Cc1ccccc1CSCC(=O)Nc1ccccc1Br	-2	i	i	i	i	1	i	1	-4	i	-2
57	COc1ccc(C(=O)n2nc(C)c(Br)c2C)cc1OC	-4	i	i	i	i	0	i	38*	-7	i	3
58	O=C(COC(=O)c1ccc(Br)o1)NCc1cccs1	0	i	i	i	i	-1	i	0	-8	i	-1
59	O=C(O)Cn1cc2c(n1)CCCCC2	1	i	i	i	i	2	i	3	-5	i	1
60	C=CCOc1ccc2nc(NC(=O)OC)[nH]c2c1	0	i	i	i	i	0	i	0	-5	i	1
61	COc1cc(N)ccc1C(=O)O	0	i	i	i	i	2	i	2	-5	i	6

Only part of the results is shown; the hit share may differ from the screen's.
